High-throughput results as filed in PubChem BioAssay.
FLuc modulator: qHTS profiling assay for firefly luciferase inhibitor/activator using purifed enzyme and Km concentrations of substrates (counterscreen for miR-21 project). Potency, µM (doses to about 57.5 µM), for the others: at the top dose activity change, negative = inhibition, hits mostly inhibitors. AID 588342, 2011. 360,000 compounds, 6.9% hits. purified FLuc, Km substrates, luminescence inhibition. Luciferin 4-monooxygenase (Photinus pyralis), P08659;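 note: potency is the fitted concentration of half-maximal effect; plate controls were vehicle for no effect and reference inhibitor for full effect; nearly all actives have a fitted effect of over 55% in size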
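Purified P. pyralis luciferase (10nM final) with 10uM D-luciferin and 10uM ATP (Km levels) in 50mM Tris acetate pH 7.5, 10mM Mg acetate, 0.01% Tween-20, 0.05% BSA; qHTS 6-point titration, ~60 µM downward; luminescence read.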
Giardia kill: Small Molecules that selectively kill Giardia lamblia: qHTS. 340,000 compounds, 0.15% hits. Giardia lamblia trophozoite viability. AID 540267, 2011. activity change, % at 7.66 µM, hits read low; in the data active = activity change below about -80%; inconclusive = between about -30% and that limit;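 note: parasites exposed to compound for two days anaerobically before the ATP read; % is set by controls: 0 for no effect and ±100 for the full control effect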
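Viability, read as ATP luminescence: trophozoites at 100 cells/well, compound added, 48 hrs anaerobic at 37 deg C, then 15-30 min room-temperature development before reading.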
Menin-MLL TR inh: qHTS Assay for Inhibitors Targeting the Menin-MLL Interaction in MLL Related Leukemias: Competition With Texas Red Labeled MLL-derived Mutant Peptide; Menin + Texas Red MLL mutant peptide, fluorescence polarization; Potency, µM (titrated, usually from 61.6 µM), without a hit: at the top dose FP activity change, negative = inhibition, hits mostly inhibitors; 270,000 compounds, 0.23% hits; AID 1768, 2009; active = well fitted inhibition curve with a large enough effect in the polarisation, with a control signal flat, not every such curve was filed as active; inconclusive = small, poorly fitted or top-dose-only effect, or effect the other way, or a change in a side signal; inactive = no such curve, though single readings can be large or run the other way; the % refers to the polarisation; note: potency is the fitted concentration of half-maximal effect; % of control where 0% means no effect; many of its hits are not listed in these tables
Target sequence (O00255 whole entry, looked up): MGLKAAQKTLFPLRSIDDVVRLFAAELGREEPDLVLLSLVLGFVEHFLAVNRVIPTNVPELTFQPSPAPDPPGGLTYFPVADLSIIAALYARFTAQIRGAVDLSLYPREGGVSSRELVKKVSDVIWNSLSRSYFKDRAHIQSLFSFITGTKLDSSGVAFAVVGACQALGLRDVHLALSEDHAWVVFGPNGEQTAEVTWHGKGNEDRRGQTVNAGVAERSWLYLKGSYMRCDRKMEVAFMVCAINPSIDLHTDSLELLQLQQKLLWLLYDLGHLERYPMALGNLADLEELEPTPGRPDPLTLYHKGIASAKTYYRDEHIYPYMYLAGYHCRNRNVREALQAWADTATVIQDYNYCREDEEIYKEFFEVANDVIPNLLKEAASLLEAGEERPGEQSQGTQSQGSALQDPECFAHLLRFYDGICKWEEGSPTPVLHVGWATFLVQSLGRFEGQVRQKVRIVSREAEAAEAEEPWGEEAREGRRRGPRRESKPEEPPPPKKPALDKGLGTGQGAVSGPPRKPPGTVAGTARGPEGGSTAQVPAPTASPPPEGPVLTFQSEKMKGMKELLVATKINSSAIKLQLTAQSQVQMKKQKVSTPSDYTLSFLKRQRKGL
ELG1 genotoxic: qHTS screen for small molecules that induce genotoxicity in human embryonic kidney (HEK293T) cells expressing luciferase-tagged ELG1; HEK293T ELG1-luciferase reporter, luminescence, 16 h; Potency, µM (highest dose often 46 µM), without a hit: at the highest dose activity change, positive = activation, usual class: activators; 330,000 compounds, 1.3% hits; note: potency is the fitted concentration of half-maximal effect; % of control where 0% means no effect; nearly all actives have a fitted effect of over 60% in size
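Genotoxic stress is detected as increased luminescence from luciferase-tagged ELG1 in HEK293T cells, measured with ONE-Glo after a 16 hr treatment at 37 °C.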
BRCA1 expr act: qHTS Assay to Identify Small Molecule Activators of BRCA1 Expression. MCF7-BRCA1-FFLuc reporter, luminescence, 48 h; response scale: scaled: vehicle 0%, 10 µM genistein 100%. Potency, µM (titrated, usually from 46.1 µM), inactives show at the top dose activation, actives largely listed as activators. 380,000 compounds, 1.1% hits; note: potency is the fitted concentration of half-maximal effect; nearly all actives have a fitted effect of over 80% in size; some results filed as inactive show a strong effect at the top dose
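Cells: MCF7-BRCA1-FFLuc, 2000/well. Exposure: 48 h, 37 °C, 5% CO2. Read: luminescence, 15 min post-substrate. Controls: genistein 10 microM (maximal activation), DMSO (neutral).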
PKM2 act: qHTS Assay for Activators of Human Muscle isoform 2 Pyruvate Kinase; 260,000 compounds, 0.34% hits; purified PKM2, Kinase-Glo ATP luminescence, activation; response scale: 0% is enzyme alone, no compound; Potency, µM (titrated, usually from 57.5 µM), for inactives: at the top dose activation, usual class: activators; note: potency is the fitted concentration of half-maximal effect; % is set by controls: 0 for no effect and ±100 for the full control effect; nearly all actives have a fitted effect of over 55% in size
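Kinase-Glo luminescence reports ATP generated from ADP (0.1 mM) and PEP (0.5 mM) by purified hPK-M2 after 1 h at room temperature, pH 7.2 imidazole buffer; intermediate enzyme activity allows detecting inhibitors and activators.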
NPC1 prom act: qHTS Assay for NPC1 Promoter Activators; Huh7 NPC1 promoter luciferase reporter, 24 h; 320,000 compounds, 2.4% hits; Potency, µM (series often up to 9.22 µM), for inactives: at the highest dose activation, usual class: activators; AID 485313, 2010;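 note: potency is the fitted concentration of half-maximal effect; % of control where 0% means no effect; nearly all actives have a fitted effect of over 60% in size; reporter is driven by a mutant NPC1 promoter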
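Stable NPC1-promoter luciferase Huh7 line; cpd (DMSO) 24 h, 37 °C, 5% CO2; Amplite luciferase reagent 10 min RT; luminescence readout. qHTS format.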
RORg inh: qHTS for inhibitors of ROR gamma transcriptional activity; Nuclear receptor ROR-gamma (Mus musculus), P51450; Drosophila S2 Gal4-RORgamma UAS-luciferase reporter, 20 h; Potency, µM (series often up to 53.6 µM), without a hit: top-dose activity change, negative = inhibition, hits mostly inhibitors; 310,000 compounds, 5.4% hits; AID 2551, 2010; note: potency is the fitted concentration of half-maximal effect; % is set by controls: 0 for no effect and ±100 for the full control effect; nearly all actives have a fitted effect of over 60% in size
Target sequence (P51450 whole entry, looked up, the tested form may be a part): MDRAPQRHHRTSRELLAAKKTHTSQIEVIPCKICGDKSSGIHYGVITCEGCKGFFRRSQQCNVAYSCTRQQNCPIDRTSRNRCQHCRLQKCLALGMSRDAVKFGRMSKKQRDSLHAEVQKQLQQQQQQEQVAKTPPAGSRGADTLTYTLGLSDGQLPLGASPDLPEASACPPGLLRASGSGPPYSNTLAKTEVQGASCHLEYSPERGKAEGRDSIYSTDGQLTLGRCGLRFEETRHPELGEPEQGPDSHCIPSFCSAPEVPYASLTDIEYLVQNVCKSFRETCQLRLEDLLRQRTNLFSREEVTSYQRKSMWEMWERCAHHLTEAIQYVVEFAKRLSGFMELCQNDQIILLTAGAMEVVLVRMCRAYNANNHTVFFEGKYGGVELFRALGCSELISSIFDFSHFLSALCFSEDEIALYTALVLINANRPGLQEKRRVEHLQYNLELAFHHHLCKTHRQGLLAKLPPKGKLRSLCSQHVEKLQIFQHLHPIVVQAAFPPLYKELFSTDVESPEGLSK
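Stable Schneider cell line, Gal4 DNA-binding domain fused to ROR gamma, UAS-luciferase. Cmpd 1 hr RT → CuSO4 700 uM final → 20 hr RT → luciferase reagent 10 min → luminescence.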
Rab9 prom act: qHTS Assay for Rab9 Promoter Activators; Huh7 Rab9 promoter-luciferase reporter, luminescence, 24 h; Potency, µM (titrated, usually from 9.22 µM), without a hit: at the highest dose activation, negative = inhibition, actives largely listed as activators; 320,000 compounds, 2.8% hits; note: potency is the fitted concentration of half-maximal effect; % of control where 0% means no effect; nearly all actives have a fitted effect of over 60% in size
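Huh7 cells stably carrying Rab9 promoter–luciferase reporter, plated 1500 cells/well, compound added after 2 h and incubated 24 h at 37 °C; luciferase luminescence then read after 10 min with detection reagent.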
VP16 counter: VP16 counterscreen qHTS for inhibitors of ROR gamma transcriptional activity. Drosophila S2 Gal4-VP16 UAS-luciferase, luminescence, 20 h. Potency, µM (doses to about 53.6 µM), for the others: top-dose activity, negative = inhibition, actives largely listed as inhibitors. 310,000 compounds, 3.5% hits;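 note: Gal4-VP16 expression switched on by copper sulfate through the metallothionein promoter; potency is the fitted concentration of half-maximal effect; % is set by controls: 0 for no effect and ±100 for the full control effect; nearly all actives have a fitted effect of over 50% in size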
p53 reactivation: qHTS assay for re-activators of p53 using a Luc reporter; Potency, µM (top dose mostly 92.2 µM), without a hit: at the highest dose activity change, positive = activation, usual class: activators; H1299 p53-A138V BP100-luciferase reporter, luminescence, 24 h; 320,000 compounds, 0.063% hits; AID 504706, 2011; note: potency is the fitted concentration of half-maximal effect; % of control where 0% means no effect; nearly all actives have a fitted effect of over 45% in size
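H1299 (p53-null), stable ts p53-A138V + BP100-Luc; 1000 cells/well, Opti-MEM/10% FBS; cpd 4 pt, 1:5; 24 h, 37 deg C, 5% CO2; detection reagent 10 min RT; luminescence.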
Numbers without * were called inactive; ? = inconclusive; . = no result given; [ ] = another dose, or the depositor's remark. Unless noted, calls come from the whole dose curve; as a rule, active = well fitted curve in the direction sought with a large enough effect; inconclusive = small, poorly fitted or top-dose-only effect, or another doubt; inactive = no such curve, though single readings can be large; an effect the other way counts as inactive or inconclusive.

SMILES	FLuc modulator	Giardia kill	Menin-MLL TR inh	ELG1 genotoxic	BRCA1 expr act	PKM2 act	NPC1 prom act	RORg inh	Rab9 prom act	VP16 counter	p53 reactivation
Cc1cc(C(=O)COC(=O)c2ccc3c(c2)OCO3)c(C)n1Cc1cccs1	2.7µM*	-2	4%	23µM*	5µM*	0%	3.5µM*	10%	4µM*	-14%	?
O=C(CN(C(=O)c1csnn1)c1ccc(F)cc1)NCc1ccc(F)cc1	4%	-11	3%	0%	0%	7%	0%	40%	1%	-3%	-2%
CCN1CCN(Cc2ccc(NC(=O)c3ccc(C)c(NC(=O)c4csc(-c5ccncc5)n4)c3)cc2C(F)(F)F)CC1	?	-4	.	-8%	-17%	-21%	0%	-3%	-19%	-5%	-1%
Cn1cc(C(=O)c2ccc(Cl)cc2Cl)cc1C=O	2%	23	0%	-11%	11%	-13%	3%	34%	4%	-4%	-5%
COc1ccc(NC(=O)CN(C)S(=O)(=O)c2ccc(Cl)cc2)cn1	.	-4	.	3%	1%	.	4%	.	-10%	.	12%
CC1(C)CC(=O)C(C(C#Cc2ccccc2)C2=C(O)CC(C)(C)CC2=O)=C(O)C1	?	17	4%	3%	17%	24%	13%	?	11%	-63%	4%
CC1=NN(C(=O)CCCc2ccccc2)C(O)(C(F)(F)F)C1 (centres undefined)	5%	-8	-9%	3%	-10%	1%	-3%	4.5µM*	-2%	?	6%
CCOc1ccccc1C(=O)n1nc(C)cc1C	-1%	-4	1%	-6%	6%	-14%	1%	7%	9%	-9%	-1%
CC(CCc1ccccc1)NC(=O)c1ccncc1 (centres undefined)	0%	-2	7%	-4%	23%	2%	0%	4%	1%	17%	-10%
CN(CCC1CCCCO1)C(=O)CCc1nnc(C2CCCCC2)o1 (centres undefined)	?	7	-16%	9%	49%	1%	1%	8%	2%	25%	11%
COc1ccc(C2C(C(C)=O)=C(C)Nc3ncnn32)c(OC)c1OC (centres undefined)	0%	-2	5%	1%	-3%	.	-4%	10%	1%	-4%	4%
CCOc1ccc(N(CC)C(=O)COc2cc(=O)n(CC)c3ccccc23)cc1	0%	1	.	8%	5%	-1%	-3%	4%	-2%	-1%	-9%
CCCCc1nc2cc(C(=O)N3CCC(O)CC3)ccc2o1	11µM*	22	7%	?	3.5µM*	0%	1.6µM*	-21%	2µM*	-8%	14%
CC(C)OCCCNC(=S)Nc1ccc(S(N)(=O)=O)cc1	?	5	0%	-1%	2%	-27%	2%	8%	-2%	35µM*	1%
Cc1cc(C)nc(SCc2ccc(F)cc2)n1	1%	2	2%	2%	2%	-5%	-2%	0%	-1%	2%	-2%
Cc1ccc(C)c(Cn2nnc3c(=O)[nH]c(C4CCN(C(=O)c5cccs5)CC4)nc32)c1	-1%	-22	?	-4%	-70%	-5%	-1%	?	-3%	?	-1%
CCOCCCNC(=O)N1CCOCC1	0%	10	1%	-10%	-23%	-2%	-3%	-1%	-5%	-1%	28%
O=C(O)CCC(=O)NNc1nc2ccccc2nc1-c1ccccc1	-4%	4	2%	0%	2%	1%	-5%	16%	6%	-1%	-1%
Oc1[nH]c2ccccc2c1C=Nc1ccc2c(c1)OCO2	7.6µM*	9	?	?	?	1%	2µM*	112%	1.8µM*	-15%	?
COc1cccc(C(=O)N/N=C/C(Br)=C/c2ccccc2)c1	11µM*	-7	-5%	18%	-32%	-12%	1%	?	13%	?	?
COc1ccc(C(CC(=O)O)N2Cc3ccccc3C2=O)cc1OC (centres undefined)	0%	-2	12%	-1%	1%	.	-3%	-1%	-1%	-1%	9%
O=C(CSc1nnc(-c2cccnc2)o1)Nc1cccc(F)c1	2%	-27	.	?	10µM*	.	?	.	?	.	15%
Cc1ccc(NC(=O)COC(=O)c2c(C)nn(-c3ccccc3)c2C)cc1	-2%	5	.	2%	3%	.	0%	.	-6%	.	-2%
Cc1ccc(NC(=O)Cc2nnc(N)s2)cc1	-5%	-20	.	3%	22%	0%	-3%	11%	1%	6%	4%
COc1ccc(NC(=O)CCN2C(=O)C3C4C=CC(C4)C3C2=O)cc1 (centres undefined)	4%	3	-5%	2%	15%	-1%	-3%	16%	-1%	20%	-2%

4 compounds from above, arranged by the value under PKM2 act, descending.
smiles | Menin-MLL TR inh | BRCA1 expr act | PKM2 act | NPC1 prom act | RORg inh | Rab9 prom act | p53 reactivation
O=C(O)CCC(=O)NNc1nc2ccccc2nc1-c1ccccc1 | 2% | 2% | 1% | -5% | 16% | 6% | -1%
CCCCc1nc2cc(C(=O)N3CCC(O)CC3)ccc2o1 | 7% | 3.5µM* | 0% | 1.6µM* | -21% | 2µM* | 14%
COc1ccc(NC(=O)CCN2C(=O)C3C4C=CC(C4)C3C2=O)cc1 (centres undefined) | -5% | 15% | -1% | -3% | 16% | -1% | -2%
Cn1cc(C(=O)c2ccc(Cl)cc2Cl)cc1C=O | 0% | 11% | -13% | 3% | 34% | 4% | -5%

Later entries.
SMILES	FLuc modulator	Giardia kill	Menin-MLL TR inh	ELG1 genotoxic	BRCA1 expr act	PKM2 act	NPC1 prom act	RORg inh	Rab9 prom act	VP16 counter	p53 reactivation
Cc1cccc(NC(=O)CCCN2C(=O)c3ccccc3C2=O)n1	-1%	-8	4%	2%	0%	7%	2%	21%	0%	-4%	5%
O=C(Cc1ccccc1)NC1CCS(=O)(=O)C1 (centres undefined)	-2%	19	16%	0%	-19%	9%	1%	6%	-1%	-16%	2%
COc1ncccc1C(=O)N1CCC(n2nccc2NC(=O)CC(C)C)CC1	-2%	-5	.	7%	-8%	-1%	3%	15%	11%	-4%	?
CCc1ccc(-c2c(C)sc(NC(=O)C3CCC3)c2C#N)cc1	-3%	-3	-3%	-2%	-1%	-11%	-3%	2%	0%	2%	-9%
COc1cccc2c(O)cc(=O)n(C)c12	-15%	16	0%	-1%	-4%	3%	0%	-14%	-2%	-3%	2%
CCC(CO)N=C1CC(C)(C)CC(=O)/C1=C(/O)CCCN1C(=O)c2ccccc2C1=O (centres undefined)	-1%	10	4%	0%	-11%	.	-1%	39%	-3%	-7%	-3%
COc1ccccc1-n1c(SCC(=O)Nc2cccc(S(N)(=O)=O)c2)nc2ccccc2c1=O	-11%	10	-2%	4%	-3%	0%	-1%	30%	1%	11%	-8%
Cn1c(=O)c2c(nc(NCc3ccc4c(c3)OCO4)n2Cc2ccc(F)cc2)n(C)c1=O	0%	-7	-16%	-14%	3%[1.84 µM]	9%	-2%	-37%	-12%	10µM*	-26%
Brc1ccc2c(c1)OCCOCCOCCOCCOCCOCCO2	-3%	26	-7%	-6%	-13%	0%	-2%	1%	-3%	-5%	-11%
COc1ccc(C)cc1NC(=O)c1cnc2scc(C)n2c1=O	6%	4	15%	7%	-30%	0%	4%	35%	-2%	14%	12%
CC(=O)c1ccccc1OCCCCN1CCCCC1	1%	-7	-18%	-5%	-12%	-1%	-4%	-4%	-7%	-3%	.
N#C/C(=C\c1ccc(F)cc1)c1n[nH]c(Cn2cncn2)n1	0%	6	1%	-2%	-23%	2%	0%	-14%	-3%	10%	3%
CSc1ccc(/C=N/N2CCN(Cc3ccc(C)cc3C)CC2)cc1	-3%	-3	-12%	-6%	-2%	-1%	-3%	20%	-9%	-2%[10 µM]	8%
CC(=O)Nc1ccc(SC[C@H](CC(C)C)N2CCN(CC(C)C)CCC2=O)cc1	-1%	-13	.	1%	-10%	1%	-2%	12%	-4%	3%	-3%
COC(=O)c1ccccc1NC(=O)/C=C/c1ccco1	15µM*	-19	15%	-5%	-71%	-6%	10%	-15%	28%	?	4%

Compound profiles, from the list above. Values in the order: FLuc modulator, Giardia kill, Menin-MLL TR inh, ELG1 genotoxic, BRCA1 expr act, PKM2 act, NPC1 prom act, RORg inh, Rab9 prom act, VP16 counter, p53 reactivation
COc1cccc(C(=O)N/N=C/C(Br)=C/c2ccccc2)c1 in the list: 11µM*, -7, -5%, 18%, -32%, -12%, 1%, ?, 13%, ?, ?
CCCCc1nc2cc(C(=O)N3CCC(O)CC3)ccc2o1 in the list: 11µM*, 22, 7%, ?, 3.5µM*, 0%, 1.6µM*, -21%, 2µM*, -8%, 14%

These rows are one share of the data (hit frequency here may not be typical).
